AMA1-RON2 inh = disrupts binding of P. falciparum AMA1 to RON2 | AlphaScreen AMA1-biotinylated RON2 peptide binding | Potency, µM (titrated, usually from 58.2 µM), for the others: top-dose activity change, negative = inhibition, usual class: inhibitors | hit rate 0.2% among 360,000 | AID 720542;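 also: potency is read from the fitted curve at half-maximal effect; 0% = vehicle wells and -100% = peptide control; nearly all actives have a fitted effect of over 45% in size; some results filed as inactive show a strong effect at the top dose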
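AMA1 (3D7) with his tag at 25 nM final met compounds first, then biotinylated RON2 peptide at 25 nM; detection used donor plus acceptor beads, 10 µg/mL apiece, read by AlphaScreen after 30 min at room temperature.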
AmpC inh detg = blocks E. coli AmpC beta-lactamase in detergent assay | Potency, µM (highest dose often 114 µM), for inactives: top-dose activity change, negative = inhibition, actives largely listed as inhibitors | P00811 | hit rate 0.041% among 370,000 | AmpC hydrolysis of nitrocefin, absorbance 480 nm, 0.01% Triton;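 also: potency is read from the fitted curve at half-maximal effect; 0% = no-compound wells and -100% = no-enzyme wells; nearly all actives have a fitted effect of over 25% in size; some results filed as inactive show a strong effect at the top dose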
Target sequence (P00811 whole entry, looked up): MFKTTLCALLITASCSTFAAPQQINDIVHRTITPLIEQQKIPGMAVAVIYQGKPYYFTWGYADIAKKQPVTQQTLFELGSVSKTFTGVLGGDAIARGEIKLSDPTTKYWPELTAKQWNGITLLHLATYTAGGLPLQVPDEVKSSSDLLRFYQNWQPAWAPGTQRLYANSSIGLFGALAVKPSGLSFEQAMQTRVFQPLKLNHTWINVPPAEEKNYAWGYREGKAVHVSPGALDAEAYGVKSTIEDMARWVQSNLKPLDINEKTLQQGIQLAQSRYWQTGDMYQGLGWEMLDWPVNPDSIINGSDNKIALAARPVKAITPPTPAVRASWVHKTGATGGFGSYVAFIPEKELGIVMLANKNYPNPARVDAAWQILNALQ
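AmpC (5.3 nM in the dispensed reagent) in 20 mM phosphate pH 7.0 with 0.01% (detergent screen) or 0.0001% Triton X-100 was preincubated with compounds for 15 min at room temperature. Nitrocefin was then added from an 800 uM solution, and hydrolysis was followed at 480 nm.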
CHX counter = counter-screen hit for Shiga toxin inhibitors, cycloheximide; max response, %; cell reporter, cycloheximide protein synthesis inhibition counterscreen; hit rate 12% among 300,000; in the data active = max response mostly above about 13%, no sharp cut-off; inactive = mostly below about 14%; also: read at 38.3 µM for the half of the compounds with a filed dose; 0% is about no effect
Shiga inhibitor = Shiga toxin inhibition; Vero cells, Shiga toxin protein synthesis inhibition reporter; inhibition, % at 38.7 µM; hit rate 9.2% among 290,000; in the data active = inhibition mostly above about 28%, no sharp cut-off; inactive = mostly below about 43%; also: 0% is about no effect
Giardia FBPA inh = blocks Giardia fructose-bisphosphate aldolase activity; hit rate 0.71% among 290,000; purified Giardia FBPA; A8B2U2; Potency, µM (doses to about 59.6 µM), without a hit: at the top dose activity, negative = inhibition, most hits filed as inhibitors; also: potency is read from the fitted curve at half-maximal effect; % is scaled to controls: 0 for no effect and ±100 for the full control effect; nearly all actives have a fitted effect of over 55% in size
Target sequence (A8B2U2 whole entry, looked up): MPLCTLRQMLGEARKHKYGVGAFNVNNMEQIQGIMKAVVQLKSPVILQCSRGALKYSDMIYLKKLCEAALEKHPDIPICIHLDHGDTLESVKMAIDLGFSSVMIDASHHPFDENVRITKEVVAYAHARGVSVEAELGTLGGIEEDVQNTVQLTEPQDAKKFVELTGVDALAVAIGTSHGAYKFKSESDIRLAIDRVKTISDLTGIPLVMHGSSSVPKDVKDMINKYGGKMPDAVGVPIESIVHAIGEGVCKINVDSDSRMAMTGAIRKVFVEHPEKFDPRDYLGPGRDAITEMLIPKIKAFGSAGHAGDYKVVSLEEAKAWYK
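40 nM FBPA preincubated 10 min at RT with compound (up to 57.5 uM final), then substrate plus GAPDH/TPI/NAD/arsenate coupling and diaphorase/resazurin added. Fluorescence read after 20 min at RT, 525/598 nm.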
HCMV antiviral = inhibitors of human cytomegalovirus; HFF cells, HCMV-luciferase reporter, 72 h; active compounds read low; activity change, negative = inhibition, % at 57.5 µM; hit rate 4.5% among 410,000; AID 1259415; in the data active = activity change below about -60%; inconclusive = no clear call, values can overlap the other calls; inactive = above about -39%; also: % is scaled to controls: 0 for no effect and ±100 for the full control effect
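Two-dose cell screen: HFF monolayers treated with compounds and infected with luciferase-expressing HCMV at 1 PFU/cell, 72 h at 37C, then lysed for luciferase measurement.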
AmpC no deterg = AmpC beta-lactamase inhibition without detergent | P00811 | AmpC nitrocefin hydrolysis, absorbance 480 nm, 0.0001% Triton | Potency, µM (top dose mostly 57.1 µM), for the others: at the top dose activity change, negative = inhibition, most hits filed as inhibitors | hit rate 0.52% among 330,000;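 also: potency is read from the fitted curve at half-maximal effect; plate controls were no compound for no effect and no enzyme for full effect; nearly all actives have a fitted effect of over 20% in size; some results filed as inactive show a strong effect at the top dose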
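AmpC (5.3 nM in the dispensed reagent) in 20 mM phosphate pH 7.0 with 0.01% (detergent screen) or 0.0001% Triton X-100 was preincubated with compounds for 15 min at room temperature. Nitrocefin was then added from an 800 uM solution, and hydrolysis was followed at 480 nm.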
The depositor's hits bear a star; ? = inconclusive; . = not tested or not shown; & = joins results of further samples; [ ] = remark or other dose. Unless noted, calls follow the shape of the dose curve; as a rule, active = well fitted curve in the direction sought with a large enough effect; inconclusive = small, poorly fitted or top-dose-only effect, or another doubt; inactive = no such curve, though single readings can be large; an effect the other way counts as inactive or inconclusive.

SMILES | AMA1-RON2 inh | AmpC inh detg | CHX counter | Shiga inhibitor | Giardia FBPA inh | HCMV antiviral | AmpC no deterg
CC(NC(=O)c1cc(-c2cccnc2)nc2ccc(Br)cc12)C1CCCO1 (stereo unspecified) | 3.4% | -5.1% | -3.0 | 11.5 | . | -11.1 | 21.4%
COc1ccc(NS(=O)(=O)c2cccc(C(=O)NNC(=O)c3cc(S(N)(=O)=O)ccc3OC)c2)cc1 | 93.8%[activator] | -7.5% | . | . | . | 9.1 | -57.7%
NC(=O)CSc1nc2cc3c(cc2c(=O)n1CCCC(=O)NCc1ccc2c(c1)OCO2)OCO3 | -3.2% | 3.6% | -0.9 | -14.6 | 0.6% | -19.9 | -5.9%
Nc1c(C(=O)C2CC2)sc2nc(-c3cccs3)cc(C(F)(F)F)c12 | 5.4% | -1.1% | -3.6 | 24.7 | -2.8% | 38.3 | -20.1%
CN(/N=C/c1cc(Cl)cc(Cl)c1O)c1c(Cl)cccc1[N+](=O)[O-] | ? | -5.0% | -1.3 | 2.4 | 3.9% | -24.8 | -43.7%
CC1CCN(C(=O)CCS(=O)(=O)c2cc3c(cc2Cl)NC(=O)CO3)CC1 | 12.3% | -5.1%&23.2% | -2.4 | -3.1 | -4.4% | -18.2&-15.4 | -12.4%
O=c1cc(-c2cccc(Br)c2)oc2cccc(O)c12 | -11.1% | 1.3% | -3.4 | -6.8 | -1.5% | 0.8 | -17.0%
CC(C)(C)NC(=O)CSc1nnc(-c2ccncc2)o1 | 0.3% | ? | -3.5 | -6.9 | 6.3% | -30.4 | -5.7%
CCCCOc1ccc(N(CC(=O)NC2CCCCC2)C(=O)c2snc(C(N)=O)c2N)cc1 | 5.8% | -15.1% | 3.0 | -5.3 | 4.5% | -10.7 | -29.2%
FC(F)(F)c1cc(C(F)(F)F)c2ccc(N3CCN(c4ccccc4)CC3)nc2n1 | -1.8% | -13.2% | -3.2 | -4.1 | 4.6% | -35.5 | -14.9%
Cc1ccc(C(=O)/C=C/NCc2ccc(F)cc2)cc1 | -11.1% | -3.2% | 48.1* | 93.3* | -1.2% | -21.7 | -23.2%
Cn1c(=O)c2c(nc(SCCN3CCOCC3)n2Cc2cccc3ccccc23)n(C)c1=O | -20.0% | 3.2% | -7.5 | -13.2 | -6.3% | -12.0 | 190.6%[activator]
O=C(COC(=O)c1ccc(N2CCOCC2)c([N+](=O)[O-])c1)Nc1ccc2c(c1)OCO2 | -15.9% | -3.3% | -4.8 | 18.8 | 2.3% | -13.9 | -50.4%
COc1cccc2cc(C(=O)N3CCN(c4ccc(C)cc4C)CC3)c(=O)oc12 | -9.7% | ? | 3.4 | 18.6 | 14.8% | -24.3 | -18.1%
Cc1cc2cc(CN(Cc3ccco3)S(=O)(=O)c3c(C)ccc4nsnc34)c(=O)[nH]c2cc1C | -6.8% | -4.7% | -1.8 | -10.2 | -8.4% | 41.2 | -14.0%
COc1ccc(/C=C2\N=C(C)OC2=O)cc1OC | -7.7% | 35.5µM* | -4.5 | -8.0 | -0.2% | 45.1 | -21.3%
COc1ccc(OCCCC(=O)Nc2ccc3c(c2)OCO3)cc1 | 3.4% | ? | 0.8 | 16.8 | -6.9% | -2.8 | -25.6%
CCOc1ccc(N(CC(=O)NCc2ccccc2)S(=O)(=O)c2ccc(C)cc2)cc1 | 8.3% | -14.1% | -2.8 | 1.2 | 4.3% | -28.0 | -8.8%
Cc1cc(CNC(=O)C2CCC(=O)N(CCc3cccc(F)c3)C2)on1 (stereo unspecified) | 9.7% | 2.5% | -1.2 | 6.0 | . | 15.5 | -4.8%
Cc1cc(NC(=O)/C=C/c2cccc(F)c2)n(-c2nc3ccccc3[nH]2)n1 | 82.8%[activator] | ? | 12.1 | -2.9 | -11.8% | -9.5 | -43.9%
Cc1cccc(S(=O)(=O)Nc2cc(Cl)ccc2N2CCOCC2)c1 | -17.6% | . | . | . | . | -3.2 | 64.6%[activator]
CN(CC(=O)Nc1ccc(F)cc1)C(=O)C1CCN(S(=O)(=O)c2ccc3c(c2)OCCO3)CC1 | -5.1% | ? | . | . | . | -31.9 | 19.5%
CN=c1scc(-c2cc(OC)ccc2OC)n1/N=C/c1c(C)[nH]c2ccccc12 | -26.1% | -5.9% | 15.1* | -6.9 | -8.5% | -85.5* | 30.8%
O=C1CNC(c2ccccc2Cl)c2cc(Br)ccc2N1 (stereo unspecified) | 2.3% | ? | -3.5 | -31.9 | -5.5% | -13.1 | -2.2%
COc1ccc(Cl)cc1NC(=O)Cn1c(=O)oc2ccccc21 | -2.0% | -5.9% | -2.9 | -8.1 | -3.4% | -15.3 | -18.9%
CCn1nc(NC(=O)COC)c2cc3cccc(C)c3nc21 | 66.9%[activator] | -5.5% | 8.7 | 3.0 | 8.4% | 7.7 | 56.5%
CCn1c(SCC(=O)N2CCCCC2)nc2c1c(=O)n(C)c(=O)n2C | -4.7% | -8.7% | -2.7 | -4.4 | -0.6% | ? | -13.9%
COc1ccc(N2CCN(S(=O)(=O)c3ccc(Cl)s3)CC2)cc1 | 0.9% | 4.0% | 3.9 | 23.7 | 1.2% | -32.3 | -10.2%
O=C(CCCN1C(=O)/C(=C/c2cccs2)SC1=S)Nc1ccccn1 | -6.9% | 3.6% | -1.2 | 2.3 | 4.4% | -97.6* | -15.0%
Cc1ccc(NC(=O)COC(=O)C2COc3ccccc3O2)cc1 (stereo unspecified) | 7.7% | -1.7% | . | . | . | 8.8 | -23.3%
COc1ccc2c(=O)c(Oc3ccc(C(=O)O)cc3)c(C(F)(F)F)oc2c1 | -6.0% | -1.7% | 15.7 | 52.7 | 19.1% | ? | -0.3%
CCOC(=O)C1(P(=O)(c2ccccc2)c2ccccc2)CCC1 | 13.5% | ? | 7.0 | -5.9 | 3.3% | 14.4 | 9.2%
COc1ccccc1NC(=O)N1CCC(NC(=O)C(Cc2ccccc2F)NC(C)=O)CC1 (stereo unspecified) | -3.9% | 1.3% | -2.1 | -4.9 | . | -25.3 | 4.2%
O=C(c1ccccc1)N1CCN(C2C3CC4CC(C3)CC2C4)CC1 (stereo unspecified) | -3.3% | ? | -7.2 | -10.7 | -1.9% | 18.8 | -0.7%
Cc1cccc(N(C(=O)Nc2ccccc2)C2=NCC(C)S2)c1 (stereo unspecified) | 10.6% | -18.5% | 29.8* | 65.5* | -1.3% | 25.7 | -9.8%
N#Cc1ccc(N2C(=O)[C@@H]3C(C(=O)c4ccc5ccccc5n4)=NN[C@@H]3C2=O)cc1 | 59.9%[activator] | -8.7% | 4.9 | 7.9 | -12.0% | -10.4 | -51.7%
CCN(CC)S(=O)(=O)c1cccc(-c2n[nH]c(=S)n2/N=C/c2ccc(C(=O)OC)cc2)c1 | 68.4%[activator] | -11.3% | -3.0 | 14.5 | ? | -15.2 | ?
COc1ccccc1-c1coc2c(CN3CCOCC3)c(O)ccc2c1=O | 5.2% | 0.5% | -1.0 | 8.0 | 9.3% | 34.7 | -30.8%
CCC(C)[C@H](NC(=O)NC1CCN(Cc2ccccc2)CC1)C(=O)OC (stereo partly specified) | -0.2% | ? | 1.0 | -5.9 | -1.3% | 30.7 | -20.1%
CC(C)(C)Nc1c2ccccc2nc2ccccc12 | 5.7% | 3.1% | -1.6 | -5.0 | -7.8% | -26.7 | -16.9%
O=C(Cn1nc(-c2ccccc2)c2ccccc2c1=O)Nc1cccc(O)c1 | 7.4% | 2.6% | -1.8 | -9.1 | 2.8% | -26.8 | -20.2%
O=C(COC(=O)C1CC(=O)N(c2nc(-c3ccccc3)cs2)C1)c1ccccc1 (stereo unspecified) | -21.0% | -2.0% | -2.1 | -22.8 | 3.4% | 73.0 | -26.9%
CCN(C(=O)CSc1nc2cc(C(F)(F)F)ccc2n1Cc1ccccc1)C1CCS(=O)(=O)C1 (stereo unspecified) | -15.0% | -12.6% | -7.9 | -6.5 | -6.3% | 45.4 | -17.4%
Cc1ccnc(NC(=O)c2cc3cc(F)ccc3s2)c1 | 85.5%[activator] | -9.6% | 45.4* | 82.5* | 2.6% | 232.6 | -46.5%
Cc1nc2cc([N+](=O)[O-])ccc2c(=O)n1-c1ccc(Br)cc1 | 6.4% | 0.2% | -2.2 | 1.5 | 9.1% | -5.9 | -7.0%
COc1ccc(S(=O)(=O)N2CCCC(C(=O)NCc3ccc(F)cc3)C2)cc1 (stereo unspecified) | 0.4% | -1.1% | -5.8 | 13.1 | 3.8% | -11.6 | -9.6%
O=C(c1ccc(OC2CCN(CCc3ccccc3)CC2)cc1)N1CCCC(CCCO)C1 (stereo unspecified) | -4.2% | -14.1% | 1.0 | -3.8 | 5.7% | -14.5 | 68.2%[activator]
O=C(c1cnn2c(C(F)F)cc(C3CC3)nc12)N1CCCC1 | 0.1% | -0.6% | -2.5 | -11.2 | 0.0% | 24.5 | -2.7%
COc1ccc2c(C)c(C(=O)O)oc2c1 | -0.3% | ? | -0.7 | -5.5 | -0.6% | -14.1 | -12.5%
COc1cccc(Nc2ccc(N3CCCCC3)cc2)c1OC | . | 7.0% | . | . | . | -99.3* | -1.5%
New compounds follow:
SMILES | AMA1-RON2 inh | AmpC inh detg | CHX counter | Shiga inhibitor | Giardia FBPA inh | HCMV antiviral | AmpC no deterg
CSc1nc2sc3c(c2c(=S)[nH]1)CC(C)(C)OC3 | 66.4%[activator] | 1.7% | 1.3 | -6.4 | 27.0% | 29.6 | -25.5%
O=C1C=C(NC2CCCC2)CC(c2ccccc2)C1 (stereo unspecified) | 0.7% | 4.0% | 5.1 | -14.6 | 5.8% | -1.2 | -18.7%
Cc1ccc(-c2csc(NC(=O)Cn3[nH]c(=O)c4ccccc4c3=O)n2)cc1 | -25.9% | 2.8% | 11.5 | 42.6 | -19.4% | -39.1 | -11.0%[2.29 µM]
O=C(C1=C[C@@H](c2ccc(Br)cc2)C[C@@H](OCc2ccc(CO)cc2)O1)N1CCN(Cc2ccccc2)CC1 | -17.1% | 3.4% | 1.0 | -11.8 | -17.6% | . | 91.4%[activator]
COc1ccc(-c2oc(=O)c3cc(OC)c(OC)cc3c2-c2ccc3c(c2)OCO3)cc1 | -21.3% | . | . | . | . | -19.4 | -25.9%
Cc1ccc(CN(C)C(=O)c2cc(COc3ccc(F)cc3Cl)on2)o1 | 4.4% | -5.1% | 31.5* | 49.6* | -8.3% | -6.5 | 6.2%
